Bioassay records (PubChem BioAssay)
hcDAF12 agonist – activates DAF-12 receptor from parasite H. contortus | AID 652067 | activation, % at 6.8 µM | actives 1.4% (n = 370,000) | HEK293 hcDAF-12 lit1-tk-luc reporter, luminescence; 0% DMSO, 100% Δ7-dafachronic acid;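 active = activation above the mean of all tested compounds plus 3 SD, cut at about 5.5% in these data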;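 note: 100% = response to 3 µM Δ7-dafachronic acid high control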
FXN GAA850 act – frataxin GAA850 promoter activation. HEK293 lucGAA850 FXN promoter luciferase reporter, 24 h; percent of 10 µM SAHA response. activation, % at 6 µM. actives 0.56% (n = 360,000). AID 540364;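 active = activation above the average of all compounds screened plus 3 SD, cutoff fixed separately per campaign, cut at about 7.5% in these data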;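 note: 0% = DMSO wells and 100% = 10 µM SAHA wells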
hgDAF12 agonist – agonists of H. glycines DAF-12 nuclear receptor; HEK293 GAL4-hgDAF12 UAS-luciferase reporter, agonist luminescence; normalized to butyrate control; actives 1.8% (n = 370,000); activation, % at 6.8 µM; AID 687014;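 active = activation above a cutoff set at the mean of all screened compounds plus 3 SD, cut at about 10% in these data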;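 note: 0% = DMSO wells and 100% = sodium butyrate wells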
DAX1 inh-1 – inhibitors of human orphan nuclear receptor DAX1 (NR0B1); inhibition, % at 6.75 µM; P51843; AID 504766; HEK293 Gal4-DAX1 luciferase reporter, luminescence; actives 0.99% (n = 340,000);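 active = inhibition above the mean over all tested compounds plus 3 SD, cut at about 4.2% in these data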;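 note: 0% = DAX1-transfected cells with DMSO and 100% = empty-vector control cells with DMSO; inhibition shows as a rise in luminescence from relieved DAX1 repression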
PLC-gamma1 inh – blocks human PLC-gamma1 enzyme activity. actives 0.84% (n = 370,000). AID 720700. purified PLC-gamma1, fluorogenic substrate, fluorescence. inhibition, % at 12.2 µM; in the data active = inhibition above about 9.5%
Target sequence (P19174 whole entry, looked up): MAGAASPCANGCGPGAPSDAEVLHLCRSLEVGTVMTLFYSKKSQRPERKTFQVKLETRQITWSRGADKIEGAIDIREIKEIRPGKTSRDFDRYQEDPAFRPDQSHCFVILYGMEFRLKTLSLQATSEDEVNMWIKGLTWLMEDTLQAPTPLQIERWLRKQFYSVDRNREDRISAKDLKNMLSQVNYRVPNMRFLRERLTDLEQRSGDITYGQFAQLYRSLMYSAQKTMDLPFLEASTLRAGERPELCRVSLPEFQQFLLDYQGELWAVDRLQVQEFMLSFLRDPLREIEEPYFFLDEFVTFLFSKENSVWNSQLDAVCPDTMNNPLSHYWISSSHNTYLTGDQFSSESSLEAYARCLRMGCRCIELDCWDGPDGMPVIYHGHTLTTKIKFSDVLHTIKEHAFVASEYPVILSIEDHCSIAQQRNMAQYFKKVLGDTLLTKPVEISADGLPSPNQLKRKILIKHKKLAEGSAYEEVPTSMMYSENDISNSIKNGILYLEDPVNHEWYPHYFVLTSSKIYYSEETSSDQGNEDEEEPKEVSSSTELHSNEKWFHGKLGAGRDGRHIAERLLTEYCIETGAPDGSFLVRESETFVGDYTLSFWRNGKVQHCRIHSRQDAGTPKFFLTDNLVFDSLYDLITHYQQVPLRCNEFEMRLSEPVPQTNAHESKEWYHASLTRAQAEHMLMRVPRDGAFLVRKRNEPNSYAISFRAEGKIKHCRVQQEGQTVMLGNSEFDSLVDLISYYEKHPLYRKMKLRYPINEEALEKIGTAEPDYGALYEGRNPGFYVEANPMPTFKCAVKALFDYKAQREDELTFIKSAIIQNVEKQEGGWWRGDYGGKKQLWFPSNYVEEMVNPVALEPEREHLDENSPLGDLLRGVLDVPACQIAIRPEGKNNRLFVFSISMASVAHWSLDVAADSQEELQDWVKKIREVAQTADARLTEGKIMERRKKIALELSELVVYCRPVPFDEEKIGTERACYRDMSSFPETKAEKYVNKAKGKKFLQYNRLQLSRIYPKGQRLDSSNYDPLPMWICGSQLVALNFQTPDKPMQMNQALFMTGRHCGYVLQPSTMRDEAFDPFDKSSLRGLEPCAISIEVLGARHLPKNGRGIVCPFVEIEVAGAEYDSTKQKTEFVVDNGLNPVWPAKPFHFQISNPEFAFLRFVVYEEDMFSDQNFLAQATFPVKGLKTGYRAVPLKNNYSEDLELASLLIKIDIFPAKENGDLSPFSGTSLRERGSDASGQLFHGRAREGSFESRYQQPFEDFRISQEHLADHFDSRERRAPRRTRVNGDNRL
PLC-beta3 inh – inhibitors of human phospholipase C beta3; AID 720704; Purified PLC-beta3, fluorogenic substrate, fluorescence; inhibition, % at 12.2 µM; actives 0.18% (n = 370,000); in the data active = inhibition above about 11%;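 note: 0% = median of compound wells on plate and 100% = full blocker control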
ssDAF12 agonist – activates DAF-12 receptor from parasite S. stercoralis; actives 1% (n = 370,000); activation, % at 6.8 µM; HEK293 ssDAF-12/GRIP1 lit1-tk-luc reporter, luminescence; % of 3 µM dafachronic acid response; AID 652126;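 active = activation above the mean over all tested compounds plus 3 SD, cut at about 0.9% in these data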;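 note: 0% = DMSO-only wells and 100% = 3 µM delta7-dafachronic acid wells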
sPLA2-III inh – Inhibits HGIII-sPLA2 liposome hydrolysis, primary screen | inhibition, % at 12.2 µM | QFRET BODIPY PC-A2 liposome hydrolysis, fluorescence | actives 0.56% (n = 370,000) | AID 743126;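 active = inhibition above mean plus 3 SD of compounds lying within the high and low control bounds, cut at about 19% in these data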;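 note: 0% = median of test compound wells and 100% = no enzyme DMSO wells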
ADAM17 inh – inhibits human ADAM17 | actives 0.83% (n = 370,000) | inhibition, % at 6.95 µM | P78536 | recombinant ADAM17, EDANS/DABCYL FRET peptide cleavage | AID 720648;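 active = inhibition above the mean of compounds lying between control limits plus 3 SD, set per campaign, cut at about 8.5% in these data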;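 note: 0% = DMSO-only wells as the low control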
ADAM10 inh – ADAM10 inhibition, QFRET primary screen; O14672; recombinant ADAM10, EDANS/DABCYL FRET peptide cleavage, 3 h; inhibition, % at 7 µM; actives 0.62% (n = 370,000);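 active = inhibition above a per-campaign cutoff equal to the mean of compounds falling between control-based bounds plus 3 SD, cut at about 20% in these data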;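 note: 0% = DMSO wells while the 100% control is not disclosed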
DAX1 inh-2 – inhibitors of DAX1 repression of SF-1 activated StAR promoter. AID 652010. HEK293T StAR-luciferase reporter, SF-1/DAX-1 repression relief. inhibition, % at 6.8 µM. actives 1.1% (n = 370,000);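 active = inhibition above the mean over all tested compounds plus 3 SD, cut at about 3.6% in these data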;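 note: 0% = DAX-1 cells with DMSO and 100% = cells lacking DAX-1 with DMSO; higher inhibition means more luminescence from relief of DAX-1 repression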
An asterisk follows results filed as active; i = inactive; / = not tested or not shown.

SMILES	hcDAF12 agonist	FXN GAA850 act	hgDAF12 agonist	DAX1 inh-1	PLC-gamma1 inh	PLC-beta3 inh	ssDAF12 agonist	sPLA2-III inh	ADAM17 inh	ADAM10 inh	DAX1 inh-2
CCn1c(SCC(=O)N2CCc3ccccc32)nnc1-c1ccco1	-1.8	0.2	-0.6	1.0	0	4	-1.2	-1	-2	15	-1.2
CCOC(=O)Cn1c(=NC(=O)c2nc3ccccc3s2)sc2cc(S(N)(=O)=O)ccc21	2.3	1.2	-2.1	-1.2	-66	-75	-1.0	-1	-11	-33	-0.6
CC(C)C1C(C#N)=C(N)SC(N)=C1C#N	-0.5	-1.7	0.0	0.5	7	-3	-1.3	7	-2	4	-0.1
COc1ccc(C(=O)Nc2cc(C(=O)O)cc(C(=O)O)c2)cc1Cl	-0.5	-0.2	-1.6	0.6	-3	-7	-1.6	11	-5	-4	0.3
CCOC(=O)c1cc(C(=O)Nc2cccc(C)c2)nn1C	3.2	4.5	8.9	0.8	0	-2	-0.1	7	-6	-3	2.7
COc1ccc(NC(=O)COc2ccccc2C(N)=O)cc1S(=O)(=O)N1CCCCC1	-1.0	2.0	-1.3	0.7	1	-5	-1.1	-1	-3	-13	-1.4
O=C(NCC1CCCO1)c1ccc(Br)c(S(=O)(=O)N2CCOCC2)c1 (configuration not stated)	0.4	-0.6	0.3	0.3	1	-1	-0.9	4	0	-7	-0.7
Cc1ccc(-c2nnc(SCC(=O)N3c4ccccc4NC(=O)C3(C)C)n2N)cc1	-0.3	-0.9	0.1	3.1	1	4	-1.6	0	-2	0	-0.4
O=C(Nc1ccc(Cc2ccncc2)cc1)c1ccc([N+](=O)[O-])o1	-1.3	3.6	-3.0	0.2	4	-3	-1.9	-8	0	6	-1.4
O=C(NCC(=O)N1CC=C(c2ccccc2)CC1)c1ccccc1Br	-1.5	-1.8	-0.6	-0.3	0	-6	-1.1	9	2	-5	-1.8
CCCCNC(=O)c1nn(-c2ccccc2OC)c(=O)c2ccccc12	-0.6	1.6	-1.8	-0.4	-1	-1	-1.2	2	0	-5	-0.1
CN(C)S(=O)(=O)c1cccc(NC(=O)COC(=O)/C=C/c2cccs2)c1	-0.3	1.8	-1.1	-0.1	1	-2	-0.6	-11	0	-1	0.1
O=C1c2ccccc2-c2cccnc21	1.6	0.4	-1.2	2.2	3	-4	-0.7	13	0	1	0.1
O=S(=O)(c1ccc(F)cc1)N1CCCC(CO)C1 (configuration not stated)	-1.6	-1.9	-0.8	1.7	2	2	-1.8	1	-8	-11	0.3
COc1cc(CN2CCCC(C(=O)N3CCc4ccccc4C3)C2)cc(OC)c1OC (configuration not stated)	-0.7	-1.5	0.3	-0.3	2	-3	-1.3	1	0	4	-0.2
CC1CCCC(C)N1CCCNC(=O)CN1C(=O)COc2ccc(S(=O)(=O)N3CCOCC3)cc21 (configuration not stated)	-2.3	1.7	1.7	0.0	1	-2	-0.4	-2	0	-4	0.4
COc1cccc(C2NC(=O)CCC2[N+](=O)[O-])c1OC (configuration not stated)	-2.2	0.0	-1.7	2.5	3	-3	-0.6	-3	-1	-3	-0.1
CC1(C(=O)NS(=O)(=O)c2ccc(Cl)cc2)CCN1C(=O)Cc1ccccc1Cl (configuration not stated)	-2.1	-1.7	3.5	/	5	3	-1.2	-6	1	4	0.0
CN(C[C@H](Cc1ccccc1)N(C[C@@H](CC1CCCCC1)N(CCc1ccccc1)N=O)N=O)N=O	0.3	0.0	0.8	0.5	1	-2	-0.8	2	-3	1	0.3
CCn1nc(C(=O)OCC(=O)c2ccc3c(c2)OCCO3)c2ccccc2c1=O	-0.8	-1.3	2.5	-0.8	4	0	-0.1	2	2	9	0.0
Cc1ccc(-c2nc(Nc3ccc(N4CCOCC4)cc3)c3ccccc3n2)cc1	2.4	1.5	8.8	/	-16	-28	-0.1	-5	2	2	0.4
CCOc1ccc(S(=O)(=O)N2CCC(C(=O)N3CCOCC3)CC2)cc1C	-1.1	1.3	0.9	-1.4	-1	-2	-1.2	-6	1	0	-0.1
COc1nc(C)c2cc(C)oc2n1	-0.7	0.8	1.4	-0.9	-1	0	-1.4	6	-4	5	-0.3
Cc1cc2c(sc3ccccc32)c(C)n1	-1.5	2.4	0.1	1.1	-1	-5	-1.0	-6	-3	-7	-0.1
Cc1oc2c(cc(NS(=O)(=O)c3ccc(Cl)cc3)c3ccccc32)c1C(=O)O	3.9	2.0	-0.5	-0.1	-11	-23	0.2	-15	-1	-7	0.8
Cc1ncoc1C(=O)Nc1ncc([N+](=O)[O-])s1	3.4	4.5	12*	0.1	5	-13	-0.5	8	8	-1	2.9
Cc1ccc(C)c(C(=O)CN2C(=O)CCC2=O)c1	0.6	1.9	2.3	-0.6	1	1	-1.1	-4	0	10	-0.2
COc1ccc(S(=O)(=O)Cc2ccc(C(=O)N3CCN(c4ccc(Cl)cc4)CC3)o2)cc1	-2.2	-1.3	-3.2	3.5	1	0	-1.7	-14	1	3	-0.9
COc1ccc(CNC(=O)c2cccc(NC(=O)c3ccccc3)c2)cc1	-2.4	-0.5	0.4	0.3	4	-1	-1.1	-10	-1	0	-0.9
CCn1c(SCC(=O)Nc2ccc(NC(C)=O)cc2)nc2c1c(=O)n(C)c(=O)n2C	-2.1	1.0	-2.9	2.5	-1	-5	-0.7	0	0	4	0.0
O=C(O/N=C1/CCCc2occc21)c1ccc(F)cc1	-0.8	1.8	0.1	0.5	-1	-9	-0.9	-3	-2	-5	-0.4
CCOC(=O)C1CCN(C(=O)CCc2ccc(S(=O)(=O)NCC(C)C)cc2)CC1	-1.3	0.0	0.0	-1.5	1	-4	-1.5	-3	-1	7	-0.1
CN(CCOc1ccc(-c2ccn(S(=O)(=O)c3c(Cl)cccc3Cl)n2)cc1)c1ccccn1	-2.4	1.4	0.2	-0.6	0	-2	-1.1	-3	-2	-6	0.3
COc1ccccc1NC(=O)NC1CCCCCCC1	-0.2	2.1	1.1	0.1	-1	-5	-0.8	-4	1	-7	0.9
COc1ccc(CCNC(=O)C2CCN(C(=O)c3ccc(F)cc3)CC2)cc1	0.7	0.3	0.8	0.4	1	-6	-1.3	-1	-3	12	0.2
O=[N+]([O-])c1ccc(O)c(C=Nc2ccc3c(c2)OCO3)c1	2.7	5.2	2.2	0.6	-7	-24	-1.3	-4	-6	-10	1.2

Filtered by structure: those above with a Cl atom (5)
SMILES	hcDAF12 agonist	FXN GAA850 act	hgDAF12 agonist	DAX1 inh-1	PLC-gamma1 inh	PLC-beta3 inh	ssDAF12 agonist	sPLA2-III inh	ADAM17 inh	ADAM10 inh	DAX1 inh-2
COc1ccc(C(=O)Nc2cc(C(=O)O)cc(C(=O)O)c2)cc1Cl	-0.5	-0.2	-1.6	0.6	-3	-7	-1.6	11	-5	-4	0.3
CC1(C(=O)NS(=O)(=O)c2ccc(Cl)cc2)CCN1C(=O)Cc1ccccc1Cl (configuration not stated)	-2.1	-1.7	3.5	/	5	3	-1.2	-6	1	4	0.0
Cc1oc2c(cc(NS(=O)(=O)c3ccc(Cl)cc3)c3ccccc32)c1C(=O)O	3.9	2.0	-0.5	-0.1	-11	-23	0.2	-15	-1	-7	0.8
COc1ccc(S(=O)(=O)Cc2ccc(C(=O)N3CCN(c4ccc(Cl)cc4)CC3)o2)cc1	-2.2	-1.3	-3.2	3.5	1	0	-1.7	-14	1	3	-0.9
CN(CCOc1ccc(-c2ccn(S(=O)(=O)c3c(Cl)cccc3Cl)n2)cc1)c1ccccn1	-2.4	1.4	0.2	-0.6	0	-2	-1.1	-3	-2	-6	0.3

Next part.
SMILES	hcDAF12 agonist	FXN GAA850 act	hgDAF12 agonist	DAX1 inh-1	PLC-gamma1 inh	PLC-beta3 inh	ssDAF12 agonist	sPLA2-III inh	ADAM17 inh	ADAM10 inh	DAX1 inh-2
Cc1cc2c(c(=O)n1Cc1ccccn1)C(C(C)C)C(C#N)=C(N)O2 (configuration not stated)	-1.1	2.3	2.8	1.1	0	1	-0.7	-4	-7	-4	0.4
CCn1cc(C(=O)N[C@@H](CCSC)C(=O)NCCCOC)c(=O)c2cc3c(cc21)OCO3	-1.4	2.9	2.7	-0.5	-1	-14	-0.6	1	-10	-26	-0.2
Cc1ccc(CNC(=O)c2ccc(NC(=O)CCS(=O)(=O)c3cccs3)cc2)cc1	-1.6	1.3	-2.6	0.3	1	-1	-0.6	-2	-2	-13	-1.2
Clc1ccc(-n2nnnc2-c2ccno2)cc1	0.0	-0.1	1.8	/	0	-16	-0.9	-11	0	1	0.0
Cc1ccc(C(=O)N/C(=C\c2ccco2)C(=O)NCc2cccnc2)cc1	-1.6	-0.1	-1.0	2.6	-6	-4	-1.2	-4	-2	1	0.2
Cn1c(SCC(=O)N2CCc3ccccc3C2)nnc1-c1cccs1	-0.5	-2.0	-2.3	0.1	-3	-4	-1.2	3	-6	-1	-0.4
Cc1ccc(NC(=S)N2CCN(S(=O)(=O)c3c(F)cccc3F)CC2)cc1C	2.3	-0.1	-1.3	1.8	6	6	0.0	6	6	7	0.4
C[C@@H](O[Si](c1ccccc1)(c1ccccc1)C(C)(C)C)[C@H]1C(=O)N[C@H](Cc2cn(S(=O)(=O)c3ccccc3)c3ccccc23)C(=O)N1C	0.0	/	0.8	/	1	3	-1.9	7	2	3	/
COc1ccc(NC2=NCC(=O)N2c2ccccc2F)c(OC)c1	-1.3	-0.1	-1.8	-0.2	-2	0	-0.9	8	5	4	0.0
CCCCN(C)c1nc(C)nc2c1nnn2Cc1ccccc1	-2.9	/	0.3	/	-5	0	-1.5	-4	1	2	-1.7
CN(C)c1nc(Oc2ccc(N)cc2)nc(N(C)C)n1	-1.7	2.2	-0.5	1.0	5	-2	-1.2	1	0	-1	-0.6
Cc1ccc(CN(C(=O)c2cc(=O)c3cc(Cl)c(C)cc3o2)C2CCS(=O)(=O)C2)cc1 (configuration not stated)	-1.9	0.7	-2.4	3.0	1	2	-1.3	-34	-1	8	-0.4
CC(C)CNc1oc(-c2ccc(F)cc2)nc1C#N	-0.1	4.0	2.9	4.2	-275	-357	-2.4	3	-158	i	-1.6
CCOC(=O)CNC(=O)C1(c2ccccc2)CCCC1	0.8	0.5	-1.1	0.3	-1	3	-1.5	-1	2	1	-0.7
COc1cc(/C=C(/NC(=O)c2ccccc2)C(=O)Nc2ccc(O)cc2)c([N+](=O)[O-])cc1OC	-1.1	2.9	-4.2	-0.3	7	1	-1.3	-3	-2	12	-0.2
CC(=O)N1c2ccc(S(=O)(=O)NCCC(=O)Nc3ccc(F)cc3)cc2CC1C (configuration not stated)	0.4	0.4	-0.4	1.2	4	-3	-1.0	-6	1	3	-0.2
Cc1cccn2c(Nc3ccccc3)c(-c3ccccn3)nc12	1.0	-1.0	-1.8	-3.0	-16	-16	-0.9	8	-3	-1	-1.1
